Compound activity as filed in PubChem.
Growth percent in the NCI-60 one-dose screen (48 h, 10 µM unless noted): 100 = growth as untreated, 0 = no growth, -100 = all killed.
RPMI-8226: RPMI-8226 leukemia cells; AID 1794781; actives 7.5% (n = 77,000)
HOP-62: HOP-62 NSCLC; AID 1794735; actives 3.9% (n = 80,000)
SR: SR leukemia cells; actives 8.7% (n = 73,000)
CCRF-CEM: CCRF-CEM leukemia. actives 7% (n = 77,000). AID 1794778
A549/ATCC: A549/ATCC NSCLC. actives 3.7% (n = 81,000). AID 1794740
EKVX: EKVX NSCLC; actives 3% (n = 71,000)
MOLT-4: MOLT-4 leukemia cells. actives 6.9% (n = 80,000)
HOP-92: HOP-92 NSCLC cells; actives 6.3% (n = 71,000)
* marks the source's active call; other numbers are inactive results; . = no result given; [ ] = dose if it differs, or a comment. How the source made its calls: active means growth percent below 10; inactive means the rest.

A first look (21 entries):
item	canonical_smiles	MOLT-4	HOP-92	HOP-62	EKVX	SR	CCRF-CEM	A549/ATCC	RPMI-8226
1	C=C(C)[C@@H]1CCC[C@]2(C(=O)O)CC[C@]3(C)[C@@H](CC[C@@H]4[C@@]5(C)C/C(=C/c6cccnc6)C(=O)C(C)(C)[C@@H]5CC[C@]43C)[C@@H]12	36	71	94	52	53	34	34	34
2	Nc1nc2c(N=Nc3ccc(Br)cc3)c(N)nn2cc1-c1nc2ccccc2s1	106	57	101	101	113	100	109	104
3	CCOC(=O)C1=C(C)n2nc(CC#N)c(C#N)c2NC1c1ccc(N(C)C)cc1 (stereo not given)	111	94	97	79	110	104	104	106
4	N#CCc1nnc(CCC(=O)c2nc3ccccc3[nH]2)o1	75	59	103	122	.	86	107	79
5	CC1Cc2c(NCCO)ncnc2N(C)c2ccccc21 (stereo not given)	88	95	99	97	.	110	96	99
6	O=C1c2c(c3c4cc(Br)ccc4[nH]c3c3ccc4ccccc4c23)C(=O)N1O	68	140	80	87	34	54	96	59
7	CCN(C)c1ccccc1	88	101	108	88	93	103	105	104
8	Cc1cc(O)c(C(C)C)cc1N=Cc1ccc(Cl)cc1Cl	107	115	100	97	89	93	89	99
9	Cc1ccc2nc3c(nc2c1)-c1cccc2cccc-3c12	80	90	101	71	65	86	74	90
10	CC[C@H](CC[C@@H](C)[C@H]1CC[C@H]2[C@@H]3/C(=C/c4cccnc4)C(=O)C4=CC(=O)CC[C@]4(C)[C@H]3CC[C@]12C)C(C)C	68	82	99	99	62	43	54	74
11	CCN1C(=O)/C(=C/C(=O)OC)S/C1=N\Nc1ccc([N+](=O)[O-])cc1[N+](=O)[O-]	97	83	109	100	.	98	98	96
12	CCOC(=O)/C=C(/C)Sc1cc(O)c2ccccc2c1O	33	.	157	45	17	38	-34*	41
13	Cc1nc2cc(Nc3nc(N4CCCC4)nc(N4CCOCC4)n3)ccc2n1Cc1ccccc1	77	26	99	.	67	89	84	63
14	CCN(CC)c1ccc(/C=C2\SC(=O)C(Nc3nnc(-c4cccnc4SCc4ccccc4)o3)C2=O)cc1 (stereo not given)	62	.	30	56	12	51	12	23
15	COc1cc(-c2cc(-c3ccccc3)nc3nc(NC(C)=O)nn23)cc(OC)c1OC	117	97	98	90	84	103	94	108
16	O=C1/C(=C/c2ccc([N+](=O)[O-])s2)Oc2ccc(Cl)cc21	-16*	-71*	-6.6*	.	1.1*	2.9*	-27*	0.8*
17	N#Cc1cnc(OC2CC(N)C2)nc1-n1cnc2ccccc21 (stereo not given)	115	103	91	103	116	113	101	110
18	O=C1OC(=O)C2CC(c3ccccc3)=CCC12 (stereo not given)	97	112	92	99	105	105	102	104
19	COc1ccc(C(NC23CC4CC(CC(C4)C2)C3)c2nnnn2C(C)(C)C)cc1 (stereo not given)	105	108	99	92	103	100	103	102
20	Cc1csc(NC(c2ccccc2C)c2c(C)nc3ccccn23)n1 (stereo not given)	100	73	101	.	92	104	98	89
21	COc1cc(-c2c3c(nc4c2c(C)nn4-c2ccccc2)-c2ccccc2C(=O)C3=O)cc(OC)c1OC	52	84	107	98	.	54	81	55

Main list, from the first entry:
item	canonical_smiles	MOLT-4	HOP-92	HOP-62	EKVX	SR	CCRF-CEM	A549/ATCC	RPMI-8226
1	C=C(C)[C@@H]1CCC[C@]2(C(=O)O)CC[C@]3(C)[C@@H](CC[C@@H]4[C@@]5(C)C/C(=C/c6cccnc6)C(=O)C(C)(C)[C@@H]5CC[C@]43C)[C@@H]12	36	71	94	52	53	34	34	34
2	Nc1nc2c(N=Nc3ccc(Br)cc3)c(N)nn2cc1-c1nc2ccccc2s1	106	57	101	101	113	100	109	104
3	CCOC(=O)C1=C(C)n2nc(CC#N)c(C#N)c2NC1c1ccc(N(C)C)cc1 (stereo not given)	111	94	97	79	110	104	104	106
4	N#CCc1nnc(CCC(=O)c2nc3ccccc3[nH]2)o1	75	59	103	122	.	86	107	79
5	CC1Cc2c(NCCO)ncnc2N(C)c2ccccc21 (stereo not given)	88	95	99	97	.	110	96	99
6	O=C1c2c(c3c4cc(Br)ccc4[nH]c3c3ccc4ccccc4c23)C(=O)N1O	68	140	80	87	34	54	96	59
7	CCN(C)c1ccccc1	88	101	108	88	93	103	105	104
8	Cc1cc(O)c(C(C)C)cc1N=Cc1ccc(Cl)cc1Cl	107	115	100	97	89	93	89	99

The list continues.
item	canonical_smiles	MOLT-4	HOP-92	HOP-62	EKVX	SR	CCRF-CEM	A549/ATCC	RPMI-8226
9	Cc1ccc2nc3c(nc2c1)-c1cccc2cccc-3c12	80	90	101	71	65	86	74	90
10	CC[C@H](CC[C@@H](C)[C@H]1CC[C@H]2[C@@H]3/C(=C/c4cccnc4)C(=O)C4=CC(=O)CC[C@]4(C)[C@H]3CC[C@]12C)C(C)C	68	82	99	99	62	43	54	74
11	CCN1C(=O)/C(=C/C(=O)OC)S/C1=N\Nc1ccc([N+](=O)[O-])cc1[N+](=O)[O-]	97	83	109	100	.	98	98	96
12	CCOC(=O)/C=C(/C)Sc1cc(O)c2ccccc2c1O	33	.	157	45	17	38	-34*	41
13	Cc1nc2cc(Nc3nc(N4CCCC4)nc(N4CCOCC4)n3)ccc2n1Cc1ccccc1	77	26	99	.	67	89	84	63
14	CCN(CC)c1ccc(/C=C2\SC(=O)C(Nc3nnc(-c4cccnc4SCc4ccccc4)o3)C2=O)cc1 (stereo not given)	62	.	30	56	12	51	12	23
15	COc1cc(-c2cc(-c3ccccc3)nc3nc(NC(C)=O)nn23)cc(OC)c1OC	117	97	98	90	84	103	94	108
16	O=C1/C(=C/c2ccc([N+](=O)[O-])s2)Oc2ccc(Cl)cc21	-16*	-71*	-6.6*	.	1.1*	2.9*	-27*	0.8*

The results go on:
item	canonical_smiles	MOLT-4	HOP-92	HOP-62	EKVX	SR	CCRF-CEM	A549/ATCC	RPMI-8226
17	N#Cc1cnc(OC2CC(N)C2)nc1-n1cnc2ccccc21 (stereo not given)	115	103	91	103	116	113	101	110
18	O=C1OC(=O)C2CC(c3ccccc3)=CCC12 (stereo not given)	97	112	92	99	105	105	102	104
19	COc1ccc(C(NC23CC4CC(CC(C4)C2)C3)c2nnnn2C(C)(C)C)cc1 (stereo not given)	105	108	99	92	103	100	103	102
20	Cc1csc(NC(c2ccccc2C)c2c(C)nc3ccccn23)n1 (stereo not given)	100	73	101	.	92	104	98	89
21	COc1cc(-c2c3c(nc4c2c(C)nn4-c2ccccc2)-c2ccccc2C(=O)C3=O)cc(OC)c1OC	52	84	107	98	.	54	81	55
22	COC(=O)c1ccc2c(c1)C(=O)N(CCc1ccc(S(N)(=O)=O)cc1)C2=O	99	92	98	100	89	104	108	103
23	CCn1c(=S)[nH]c2c(=O)n(C)c(=O)n(C)c21	98	90	109	95	110	102	96	101
24	Nc1ccc(N2CCCCC2)cc1	99	99	109	109	109	91	93	100

Other results follow.
item	canonical_smiles	MOLT-4	HOP-92	HOP-62	EKVX	SR	CCRF-CEM	A549/ATCC	RPMI-8226
25	COC(=O)CN	105	101	103	.	103	100	102	.
26	CCCCC(CC)COC(=O)/C=C/c1cccc2c1C(=O)NC(C)(c1cc3cc(Br)ccc3oc1=O)N2 (stereo not given)	25	.	80	49	49	69	51	22
27	COC1=CC(c2ccc[nH]2)=N/C1=C\c1[nH]c(C)c(C(=O)CCCCC(=O)NCc2ccccc2)c1C	70	-55*	57	.	91	39	1.8*	66
28	Cn1c(O)c(N=NC(=O)Cc2c[nH]c3ccccc23)c2ccccc21	95	92	97	100	92	91	89	94
29	O=C1C(Cl)=C(NCc2ccco2)C(=O)c2ccccc21	91	103	37	110	64	24	47	39
30	COC(=O)C1CN(Cc2ccccc2)C(=O)C1=O (stereo not given)	100	88	110	108	106	88	97	98
31	COc1ccc(C(=O)CSc2cc[o+]cc2)cc1	99	97	100	101	97	105	99	103
32	Cc1cc(C#Cc2ccc(C(C)(C)C)cc2)ccc1-n1c(/C=C/c2ccc3ccccc3c2)nc2ccccc2c1=O	105	.	121	101	111	101	103	90

More compounds.
item	canonical_smiles	MOLT-4	HOP-92	HOP-62	EKVX	SR	CCRF-CEM	A549/ATCC	RPMI-8226
33	CCCCCCCCCN1C(=O)/C(=c2\sc3n(c2=O)NC2C(N=3)N(CC)C(=O)N2CC)c2ccccc21 (stereo not given)	91	91	82	66	83	.	83	66
34	Clc1ccc(CSc2ccnc(SCc3ccc(Cl)cc3Cl)n2)c(Cl)c1	86	100	110	102	121	63	102	65
35	[O-][n+]1cccc2ccccc21	109	79	106	98	100	97	108	.
36	COc1ccccc1/C=C/c1nn2c(-c3cccnc3)nnc2s1	91	84	103	97	79	113	98	89
37	Fc1ccc(-c2cn3nc(-c4c[nH]c5ccccc45)sc3n2)cc1	71	88	75	70	64	74	77	85
38	COc1ccc2c(c1)cn1c3ccc(O)cc3nc(N)c21	19	17	25	41	3.6*	23	38	25
39	Cc1ccc(-n2nc(C#N)c(N3CCCCC3)n2)cc1	94	97	102	90	95	113	102	107
40	Cc1ccnc(NS(=O)(=O)c2ccc(Nc3ccnc(SCC(=O)c4ccc(F)cc4)n3)cc2)n1	109	106	111	100	113	113	103	106

Additional compounds.
item	canonical_smiles	MOLT-4	HOP-92	HOP-62	EKVX	SR	CCRF-CEM	A549/ATCC	RPMI-8226
41	CCOC(=O)c1nn(-c2ccccc2)/c(=N\N=C\c2coc3ccc(F)cc3c2=O)s1	100	96	94	98	91	99	108	96
42	O=C(O)CCCCCCC[C@@H](O)[C@@H](O)CCCCCCO	98	.	103	.	103	110	100	.
43	CC(=C(c1ccc(OCCN2CCCCCC2)cc1)c1ccc(OCCN2CCCCCC2)cc1)c1ccc(Cl)cc1	.	-74*	-97*	-89*	.	-62*	-98*	-64*
44	COc1cc(Cn2cc3c(c2)-c2onc(CN4CCOCC4)c2CC3)cc(OC)c1OC	98	90	96	83	114	97	101	91
45	O=C(NNc1nc2cc(N3CCOCC3)ccc2n2cccc12)c1cnccn1	68	96	42	80	50	51	82	85
46	COc1cccc(Cn2cc(C(=O)Nc3cccnc3Nc3ccc(F)cc3)nn2)c1	84	105	109	99	99	106	97	102
47	O=C(O)c1ccccc1/C=N/N1CCCCCC1	104	84	93	93	112	113	106	113
48	COC(=O)c1cnc2c(c1)Oc1ccccc1-c1cc(CN3CCCCC3)nn1-2	93	81	89	89	91	93	101	92

Next section.
item	canonical_smiles	MOLT-4	HOP-92	HOP-62	EKVX	SR	CCRF-CEM	A549/ATCC	RPMI-8226
49	CC(=O)c1c(C)nc2ccccc2c1/C=C/c1cccs1	88	83	79	99	.	92	92	80
50	CCOP1(=O)OCCN(C)c2oc(-c3ccc([N+](=O)[O-])cc3)nc21 (stereo not given)	112	113	98	96	108	110	104	104
51	NC(=N\N=C/c1ccc(O)cc1O)/C(N)=N\N=C/c1ccc(O)cc1O	101	71	103	100	.	96	159	102
52	CCC[C@@]1(CCc2ccccc2)CC(O)=C([C@H](CC)c2cccc(NS(=O)(=O)c3ccc(C(F)(F)F)cn3)c2)C(=O)O1	102	88	96	105	90	94	97	96
53	CN(CCCNC(=O)Cc1ccc2ccc3cccc4ccc1c2c34)CCCNc1cc(-c2ccc3ccccc3c2)nc2ccccc12	-83*	-89*	-86*	-45*	-71*	-74*	1.2*	-47*
54	CCOC(=O)C1=C(C)n2nc(CC#N)c(C#N)c2NC1c1ccc(F)cc1 (stereo not given)	103	98	93	89	94	104	104	101
55	COc1cc(-c2cc(-c3ccccc3)[nH]c(=O)c2C#N)cc(OC)c1OC	98	62	84	96	99	100	97	91
56	CCOC(=O)c1cnc2ccccc2c1Nc1cccc(S(N)(=O)=O)c1	97	108	89	112	119	121	96	102

(further entries)
item	canonical_smiles	MOLT-4	HOP-92	HOP-62	EKVX	SR	CCRF-CEM	A549/ATCC	RPMI-8226
57	COc1ccc2c(c1)[n+]([O-])c(C(=O)/C=C/C=C(\Cl)c1cc(OC)c(OC)c(OC)c1)c(C)[n+]2[O-]	96	61	-3.6*	86	90	100	98	109
58	Cn1cc(-c2csc(-c3c[nH]c4ccccc34)n2)c2ccnc(Cl)c21	.	64	119	80	.	57	59	54
59	C/C(=C(/C)c1ccc(O)cc1)c1ccc(O)cc1	59	76	101	68	74	72	96	70
60	Oc1cc(Cl)c(O)c(-c2ccccc2)c1Cl	83	.	109	.	88	34	104	97
61	CCOC(=O)C[n+]1cccc(Br)c1	96	95	99	110	93	97	72	100
62	Cc1ccc(-n2cc(/C=N/NS(=O)(=O)c3ccc(C)cc3)c(-c3ccc(S(C)(=O)=O)cc3)n2)cc1	100	69	99	86	99	101	100	105
63	c1ccc(C(NC2CC3CCC2C3)c2ccccc2)cc1 (stereo not given)	94	.	97	97	90	88	96	96
64	COC(=O)[C@H](Cc1cn(C)cn1)NC(=O)[C@H](CC(=O)OCc1ccccc1)NC(=O)Nc1cc(C(F)(F)F)cc(C(F)(F)F)c1	-63*[100 µM]	.	-100*[100 µM]	.	-46*[100 µM]	.	-81*[100 µM]	-65*[100 µM]

Following part:
item	canonical_smiles	MOLT-4	HOP-92	HOP-62	EKVX	SR	CCRF-CEM	A549/ATCC	RPMI-8226
65	CC(O)(Cc1ccccn1)Cc1ccccn1	101	.	104	101	97	96	102	.
66	CCCCC[C@@H]1Cc2cc(O)c(C(=O)O)c3c2[C@H](C[C@@]2(CCCO2)O3)O1	63	4.9*	94	108	64	95	105	99
67	Cc1cc(=O)oc2cc(OCCOc3ccc(/C=C/C(=O)Nc4ccc([N+](=O)[O-])cc4)cc3)ccc12	105	92	91	96	93	97	101	97
68	COc1ccc(OCC(O)CN2CCN(c3cccc(Cl)c3)CC2)cc1 (stereo not given)	127	67	97	107	.	127	100	123
69	O=C(Nc1ccccc1)c1ccc2c(c1)nc(-c1ccc([N+](=O)[O-])cc1)n2C1CCCCC1	74	95	84	70	77	91	67	86
70	O=C1Nc2cc(Cl)ccc2/C1=C/c1cccc(OCc2ccc(Br)cc2F)c1	0.0*	7.0*	11	10	.	-16*	30	-20*
71	C=C(C)C[C@@]1(C(=O)OC)C(=O)[C@H](C)CC2[C@@]3(C)CC[C@H](O)C(C)(C)C3CC[C@]21C (stereo not given in full)	88	103	100	103	94	93	90	91
